# From PubChem BioAssay
# CHO parental Ca – ATP-evoked calcium signal inhibitors, parental CHO, primary screen, counter-screen for OX1R antagonist project, cell-based, fluorescence, Fluo-8 calcium dye; AID 463079, 2010; inhibition, % at 5.6 µM; parental CHO-K1, ATP-induced calcium, Fluo-8 fluorescence; actives 0.63% (n = 330,000);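 active = inhibition above that plate's mean sample inhibition plus 3 SD, cut at about 26% in these data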;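 also: 0% = ATP-challenged DMSO wells and 100% = DMSO wells without ATP; some compounds past the cut are filed as inactive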
#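 Assay system: untransfected parental CHO cell line. Also added: ATP agonist challenge. Dosing: one dose, 5.6 µM nominal. Measured by: Fluo-8 fluorescence. Read-out: % inhibition. Benchmarks: ATP wells versus no-ATP DMSO wells. Repeats: no replicates.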
# CHO-K1 Ca antag – nonselective inhibitor or artifact in parental CHO-K1 cells. actives 0.6% (n = 360,000). ATP-induced calcium, Fluo-8 fluorescence. inhibition, % at 3 µM;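 active = inhibition above a per-plate cutoff, the plate's mean sample inhibition plus 3 SD, cut at about 24% in these data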;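 also: 0% = DMSO plus EC80 ATP and 100% = DMSO alone without ATP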
# CHRM1 antagonist – human M1 muscarinic receptor antagonists, primary screen, CHO-K1 cells, Fluo-8 calcium fluorescence, 1536-well | inhibition, % at 3 µM | AID 588852, 2011 | actives 1.3% (n = 360,000) | CHO-K1 hM1, ACh EC80 antagonist | Muscarinic acetylcholine receptor M1 (Homo sapiens), P11229;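 active = percent inhibition above its own plate's cutoff, namely the mean of that plate's compound wells plus 3 SD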;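 also: peak over basal fluorescence ratio during 140 s after agonist addition; 0% = ACh EC80 plus DMSO and 100% = DMSO alone without agonist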
# OXTR potentiate – human OXTR potentiators, primary screen, fluorescence, CHO-OTR cells, Fluo-8 calcium. Oxytocin receptor (Homo sapiens), P30559. Fluo-8 calcium fluorescence, potentiator mode; 0% = oxytocin EC15, 100% = EC100. activation, % at 3 µM. actives 0.061% (n = 320,000). AID 2445, 2010;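 active = activation above that plate's cutoff, the mean activation of tested compounds plus 3 SD, cut at about 6.6% in these data, passing the limit was not always enough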;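 also: 100% uses oxytocin at 75 nM as the full agonist control; some results filed as inactive read as strong as hits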
# Target sequence (P30559 whole entry, looked up): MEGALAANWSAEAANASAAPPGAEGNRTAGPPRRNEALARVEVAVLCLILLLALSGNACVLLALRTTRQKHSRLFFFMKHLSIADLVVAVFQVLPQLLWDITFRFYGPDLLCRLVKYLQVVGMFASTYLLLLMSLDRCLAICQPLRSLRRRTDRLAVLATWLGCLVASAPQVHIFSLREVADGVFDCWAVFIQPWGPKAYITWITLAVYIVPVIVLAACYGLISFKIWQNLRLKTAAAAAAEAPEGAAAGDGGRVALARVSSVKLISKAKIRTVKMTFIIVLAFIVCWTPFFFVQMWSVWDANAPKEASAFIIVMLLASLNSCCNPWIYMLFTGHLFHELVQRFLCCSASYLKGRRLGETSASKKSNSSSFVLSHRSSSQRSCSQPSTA
#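 Dosing: Single dose, 3.0 µM nominal final compound concentration | Material: Human OTR in CHO cells | Technique: Kinetic Fluo-8 calcium fluorescence | Benchmarks: EC15 oxytocin alone as 0%, 75 nM oxytocin as 100% | Probe or stimulus: Oxytocin at about EC15, sub-maximal agonist stimulus | Incubation: Compound 6 min at room temperature before oxytocin, 100 s read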
# TAAR1 agonist – human TAAR1 agonists, primary screen, Fluo-8 calcium fluorescence, CHO RD-HGA16 cells. Trace amine-associated receptor 1 (Homo sapiens), Q96RJ0. vehicle wells 0%, saturating PEA agonist 100%. activation, % at 3 µM. actives 0.99% (n = 360,000). AID 624467, 2012;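 active = activation above the mean activation of all test compounds in the run plus 3 SD, cut at about 38% in these data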
# Target sequence (Q96RJ0 whole entry, looked up): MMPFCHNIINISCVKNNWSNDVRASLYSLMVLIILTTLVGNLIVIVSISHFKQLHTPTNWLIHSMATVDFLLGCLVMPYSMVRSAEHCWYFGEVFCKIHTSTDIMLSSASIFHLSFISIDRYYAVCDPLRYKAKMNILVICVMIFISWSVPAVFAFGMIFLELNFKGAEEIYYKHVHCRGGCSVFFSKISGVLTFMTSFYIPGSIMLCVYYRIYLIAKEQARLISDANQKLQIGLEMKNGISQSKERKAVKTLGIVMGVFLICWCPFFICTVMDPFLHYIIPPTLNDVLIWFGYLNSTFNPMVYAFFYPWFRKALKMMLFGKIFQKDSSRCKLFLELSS
#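 Benchmarks: low control DMSO, high control PEA (EC100); System: CHO RD-HGA16 cells carrying human TAAR1 plus Gα16; Detection: Fluo-8 fluorescence, 5 s baseline then 140 s kinetic read; Schedule: 17-24 h plating, Fluo-8 75 min 37 °C, 30 min RT; Read-out basis: % activation from peak over basal fluorescence ratio, DMSO-to-PEA scaled.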
# CHRM1 agonist – human M1 muscarinic receptor agonists, primary screen, Fluo-8 calcium fluorescence, CHO-K1 cells, HTS; Muscarinic acetylcholine receptor M1 (Homo sapiens), P11229; actives 0.33% (n = 360,000); CHO-K1 hM1, agonist mode; 0% DMSO, 100% acetylcholine EC100; AID 588814, 2011; activation, % at 3 µM;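 active = activation above the run's mean compound activation plus 3 SD, cut at about 16% in these data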;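 also: peak over basal fluorescence ratio within a 140 s kinetic read after compound addition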
# TAAR1 antag – human TAAR1 antagonists, primary screen, Fluo-8 calcium fluorescence, CHO RD-HGA16 cells; Trace amine-associated receptor 1 (Homo sapiens), Q96RJ0; antagonist; inhibition, % at 3 µM; actives 1.5% (n = 360,000);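 active = inhibition above a per-plate cutoff, the mean inhibition of test compounds on that plate plus 3 SD, cut at about 49% in these data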;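 also: 0% = DMSO plus EC80 beta-PEA response and 100% = DMSO alone without agonist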
#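 Material: RD-HGA16 CHO cells with stable hTAAR1 and Gα16; Dosing: single nominal final test compound concentration of 3 µM; Schedule: seeding 17-24 h prior, 75-min 37 °C, 30-min RT dye loading; Detection: kinetic Fluo-8 calcium fluorescence measurement; Measure: % inhibition from peak post-agonist over basal fluorescence ratio; Benchmarks: vehicle and agonist controls.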
# CHO-K1 Ca PAM – nonselective calcium activators in parental CHO-K1 cells, primary screen, counter-screen for M1 PAM project, cell-based, Fluo-8 calcium fluorescence, full deck, 1536-well; ATP EC20; 0% at ATP EC20, 100% at ATP max; activation, % at 3 µM; actives 0.02% (n = 360,000); AID 602247, 2012;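 active = activation above the run cutoff, the mean activation of all test compounds plus 3 SD, cut at about 40% in these data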;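 also: peak over basal fluorescence ratio in a 140 s read after ATP addition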
# CHO-K1 Ca ag – counter-screen for M1 agonists: effect in parental CHO-K1 cells | Fluo-8 calcium fluorescence; scaled to maximal ATP response, vehicle zero | activation, % at 3 µM | actives 0.48% (n = 360,000) | AID 602248, 2012; in the data active = activation above about 15%;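 also: untransfected CHO-K1 host cells lacking M1 receptor as counterscreen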
# An asterisk follows results filed as active; x = no result given.
[1] Cn1c2c(c(=O)n(C)c1=O)C(c1ccc(F)cc1)C(C#N)=C(N)O2 (stereo not given)
[2] CNS(=O)(=O)c1cn(CC(=O)NCc2cccc(OC)c2)cc1S(=O)(=O)NC
[3] CC12CCC(C(S(=O)(=O)Nc3ccccc3)C1=O)C2(C)C (stereo not given)
[4] COc1ccc(N2CCN(c3nc4ccccc4nc3NS(=O)(=O)c3ccccc3)CC2)cc1
[5] CCOc1ccc(CSCCNC(=S)Nc2ccccc2)cc1
[6] COCCNc1oc(/C=C/c2cccs2)nc1S(=O)(=O)c1ccccc1
[7] Cc1ccc(-c2nnc(N3CCN(C(=O)COc4cccc(C)c4)CC3)c3ccccc23)cc1
[8] COc1cc(OC)cc(C(=O)NCC(=O)N2CC=C(c3ccccc3)CC2)c1
Screen / compound no.	1	2	3	4	5	6	7	8
CHO parental Ca	-9	-7	x	-14	-26	x	-12	x
CHO-K1 Ca antag	19	-11	-14	3	-7	4	-10	-9
CHRM1 antagonist	1	-10	-13	-27	4	-2	32	-1
OXTR potentiate	-2	-2	x	-17	-5	x	-4	x
TAAR1 agonist	5	-1	2	2	6	0	1	0
CHRM1 agonist	-4	-3	-4	1	-7	-5	-9	-2
TAAR1 antag	1	-4	5	5	5	-9	2	-24
CHO-K1 Ca PAM	-13	9	19	4	10	-6	10	15
CHO-K1 Ca ag	-0.2	2.5	1.1	0.3	6.3	0.4	0.1	0.3

[9] CC1(C)OC(C)(C)/C(=C/Nc2ccc(O)cc2)C1=O
[10] Cc1cccc(NC(=O)c2sc(NC(=O)COc3ccccc3)c(C#N)c2C)c1C
[11] Cc1c(C(=O)/C=C/c2ccccc2F)c2cc(O)ccc2n1C
[12] O=C1CSC(c2cn(-c3ccccc3)nc2-c2ccccc2)N1Cc1ccco1 (stereo not given)
[13] COc1cc(NC(=O)n2ncc3cc(Cl)ccc32)cc(OC)c1
[14] S=C(Nc1ccccc1)N1N=C(c2cccs2)CC1c1cccs1 (stereo not given)
[15] FC(F)(F)c1cnc(N2CCSCC2)c(Cl)c1
[16] N#C/C(=C\c1ccc(-c2ccc(C(=O)O)cc2)o1)c1nc2ccccc2[nH]1
Screen / compound no.	9	10	11	12	13	14	15	16
CHO parental Ca	5	0	x	-36	-12	1	-6	x
CHO-K1 Ca antag	-8	-13	1	2	-13	-11	1	-5
CHRM1 antagonist	0	-5	-18	12	-13	1	9	-3
OXTR potentiate	-4	-4	x	2	4	-10	-3	x
TAAR1 agonist	0	1	0	5	8	6	0	24
CHRM1 agonist	-3	-6	-1	-4	-4	-13	-2	-3
TAAR1 antag	-5	-17	-7	37	15	4	-20	18
CHO-K1 Ca PAM	24	24	10	12	11	17	2	10
CHO-K1 Ca ag	-0.2	0.2	0.2	1.1	3.4	0.2	0.0	1.8

[17] COc1ccc(OC)c(C(=O)N2CCC(CCC(=O)NC3CC3)CC2)c1
[18] CC(C)=C(NC(=O)c1ccccc1)C(=O)NCc1ccccc1
[19] C[C@H](NC(=O)c1ccc(C(C)(C)C)cc1)C(=O)N1CCOCC1
[20] CCNc1ccc(C(=O)Nc2ccc3nc(C)sc3c2)cc1[N+](=O)[O-]
[21] O=C(Nc1c(-c2ccc(Cl)cc2)[nH][nH]c1=O)c1ccccn1
[22] CCN(CC)C(=O)C(C)OC(=O)COc1ccc(Cl)cc1Cl (stereo not given)
[23] O=C(NCCSCc1ccco1)c1ccc(=O)[nH]c1
[24] COC(=O)c1cn(-c2ccccc2)nc1C(=O)OC
Screen / compound no.	17	18	19	20	21	22	23	24
CHO parental Ca	-5	2	-6	-29	x	-17	-6	1
CHO-K1 Ca antag	-7	-7	-7	-13	-1	-3	-9	-12
CHRM1 antagonist	4	4	0	-2	-14	2	-17	-4
OXTR potentiate	-5	-4	-5	-1	x	-6	1	-2
TAAR1 agonist	3	4	22	0	0	4	9	14
CHRM1 agonist	-1	-4	-1	-1	-2	-2	1	-3
TAAR1 antag	-26	-4	2	14	3	-12	-17	1
CHO-K1 Ca PAM	7	-1	-1	13	15	-1	12	18
CHO-K1 Ca ag	0.0	0.4	0.5	1.1	0.1	2.0	0.8	0.4

# One compound at a time, from the list above. Order of screens: CHO parental Ca, CHO-K1 Ca antag, CHRM1 antagonist, OXTR potentiate, TAAR1 agonist, CHRM1 agonist, TAAR1 antag, CHO-K1 Ca PAM, CHO-K1 Ca ag
# Results for C[C@H](NC(=O)c1ccc(C(C)(C)C)cc1)C(=O)N1CCOCC1 → -6, -7, 0, -5, 22, -1, 2, -1, 0.5
# Results for COc1ccc(OC)c(C(=O)N2CCC(CCC(=O)NC3CC3)CC2)c1 → -5, -7, 4, -5, 3, -1, -26, 7, 0.0

# Structures above that contain a cyano group:
[1] Cn1c2c(c(=O)n(C)c1=O)C(c1ccc(F)cc1)C(C#N)=C(N)O2 (stereo not given)
[10] Cc1cccc(NC(=O)c2sc(NC(=O)COc3ccccc3)c(C#N)c2C)c1C
[16] N#C/C(=C\c1ccc(-c2ccc(C(=O)O)cc2)o1)c1nc2ccccc2[nH]1
Screen / compound no.	1	10	16
CHO parental Ca	-9	0	x
CHO-K1 Ca antag	19	-13	-5
CHRM1 antagonist	1	-5	-3
OXTR potentiate	-2	-4	x
TAAR1 agonist	5	1	24
CHRM1 agonist	-4	-6	-3
TAAR1 antag	1	-17	18
CHO-K1 Ca PAM	-13	24	10
CHO-K1 Ca ag	-0.2	0.2	1.8

# The results go on.
[25] COc1ccccc1NC(=O)N1CCc2c([nH]c3ccccc23)C1C(F)(F)F (stereo not given)
[26] O=S(=O)(NCc1ccco1)N1CCOCC1
[27] O=C(NCc1nnnn1-c1ccc(F)cc1)c1ccc2ccccc2c1
[28] OC(COCc1cccs1)CN1CCN(c2ccccn2)CC1 (stereo not given)
[29] O=C(CCc1nnc(COc2ccccc2)o1)NCc1ccc(Cl)s1
[30] O=C(Cn1cnc2ccc(Cl)cc2c1=O)NC1CCS(=O)(=O)C1 (stereo not given)
[31] CC(=O)C1=C(N2CCCCC2)CCC1=O
[32] COc1cc2c(cc1OC)C(C(=O)N1CCOCC1)C(c1cccs1)N(C)C2=O (stereo not given)
Screen / compound no.	25	26	27	28	29	30	31	32
CHO parental Ca	-18	-15	x	-4	-13	x	0	9
CHO-K1 Ca antag	-4	-10	-1	-7	-17	-5	-8	11
CHRM1 antagonist	-7	-11	-8	-9	-5	-20	1	3
OXTR potentiate	-10	-3	x	-1	-1	x	-6	2
TAAR1 agonist	0	9	2	4	0	0	7	5
CHRM1 agonist	-3	-4	-2	-11	-2	1	-2	-4
TAAR1 antag	-16	-12	-6	-10	0	4	-25	1
CHO-K1 Ca PAM	18	24	-10	-4	19	12	12	-4
CHO-K1 Ca ag	1.7	1.0	1.4	0.7	0.6	1.7	0.1	-0.1

# Continued, starting with the last four of the part before.
[29] O=C(CCc1nnc(COc2ccccc2)o1)NCc1ccc(Cl)s1
[30] O=C(Cn1cnc2ccc(Cl)cc2c1=O)NC1CCS(=O)(=O)C1 (stereo not given)
[31] CC(=O)C1=C(N2CCCCC2)CCC1=O
[32] COc1cc2c(cc1OC)C(C(=O)N1CCOCC1)C(c1cccs1)N(C)C2=O (stereo not given)
[33] C=CCNC(=O)N1C2=NC(C(=O)OC)=C(C(=O)OC)[C@@H]3N(Cc4ccccc4)c4ccccc4[C@]23C[C@H]1C(=O)OC
[34] O=C(N/C(=C/c1cccc([N+](=O)[O-])c1)C(=O)N1CCCCCC1)c1cccs1
[35] CC(C)c1cc(C(C)C)c(S(=O)(=O)N2CCNCC2)c(C(C)C)c1
[36] CCn1cc(SCC(=O)NCc2ccc3c(c2)OCO3)c2ccccc21
[37] COc1cc2c(cc1OC)-c1cc(N3CCCCCC3)nc(=O)n1CC2
[38] CC1CC(NC(=S)N(C)C)CC(C)(C)C1 (stereo not given)
[39] CC(C)(C)NC(=O)C(=O)NNC(=O)c1ccco1
[40] Cc1ccc(NC(=O)Nc2ccc(Cl)cn2)cc1
Screen / compound no.	29	30	31	32	33	34	35	36	37	38	39	40
CHO parental Ca	-13	x	0	9	-19	-27	-22	-1	-17	x	-1	x
CHO-K1 Ca antag	-17	-5	-8	11	-12	-12	-5	-10	-6	-1	-13	-5
CHRM1 antagonist	-5	-20	1	3	-1	-5	-8	1	-11	-5	-1	-13
OXTR potentiate	-1	x	-6	2	2	-4	0	-9	-2	x	-9	x
TAAR1 agonist	0	0	7	5	18	0	15	-2	6	0	4	6
CHRM1 agonist	-2	1	-2	-4	-6	-6	0	-7	-3	1	-5	-7
TAAR1 antag	0	4	-25	1	0	-20	-16	-20	-11	-17	-18	-19
CHO-K1 Ca PAM	19	12	12	-4	2	14	2	19	-10	-7	-1	12
CHO-K1 Ca ag	0.6	1.7	0.1	-0.1	0.6	0.9	0.2	0.3	0.1	1.7	0.0	1.7

[41] O=C(NNC(=S)Nc1ccc(Br)cc1)c1ccc(N2CCOCC2)c([N+](=O)[O-])c1
[42] COc1ccc(C(=O)NCCc2ccccc2F)cc1OC1CCN(C(C)=O)CC1
[43] COC(=O)c1sc(=S)n(Cc2ccccc2)c1C
[44] Cc1cc(C)c(N(CC(=O)NC(C)(C)C)C(=O)CNC(=O)c2cccs2)c(C)c1
[45] CCN(C(=S)NC(=O)C1CCCC1)C1CCCCC1
[46] OCCN1c2ccccc2CCc2ccccc21
Screen / compound no.	41	42	43	44	45	46
CHO parental Ca	-15	-11	-19	-9	-22	-14
CHO-K1 Ca antag	1	1	-11	-6	-8	-10
CHRM1 antagonist	-2	-3	-7	-7	22	-7
OXTR potentiate	-1	-6	-14	-3	-7	1
TAAR1 agonist	3	5	1	6	0	-3
CHRM1 agonist	-1	-2	-7	-12	-6	-1
TAAR1 antag	2	-6	-11	9	-5	-15
CHO-K1 Ca PAM	6	-3	11	10	1	23
CHO-K1 Ca ag	1.1	3.3	0.6	-0.3	0.6	-0.1
